HP1b binding inh: inhibitors of HP1-beta chromodomain binding to methylated histone tails; P83916; AlphaScreen HP1-beta / biotin-H3K9me3 peptide binding; Potency, µM (titrated, usually from 114 µM), for the others: at the highest dose activity change, negative = inhibition, hits mostly inhibitors; 390,000 tested, 0.56% active; AID 540317; further: potency means the concentration at half of the fitted maximal effect; nearly all actives have a fitted effect of over 70% in size; inactives centre near 23
Target sequence (P83916 whole entry, looked up): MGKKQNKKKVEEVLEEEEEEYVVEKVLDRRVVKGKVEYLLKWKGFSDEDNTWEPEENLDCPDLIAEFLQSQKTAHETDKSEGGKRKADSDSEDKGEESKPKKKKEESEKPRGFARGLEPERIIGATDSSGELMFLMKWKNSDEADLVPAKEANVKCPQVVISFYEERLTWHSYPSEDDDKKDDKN
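AlphaScreen: HP1-beta (50 nM) preformed 30 min with biotin-H3(1-18)K9me3 peptide (50 nM) in PBS pH 7.4, 0.01% Tween-20. Compound added for 30 min at RT, then streptavidin donor/nickel chelate acceptor beads (10 ug/mL) for 30 min.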
TrxR1 substrate: substrates of rat thioredoxin reductase 1. purified TrxR1 substrate turnover, NADPH consumption readout. Potency, µM (top dose mostly 114 µM), without a hit: at the highest dose activity change, negative = substrate turnover. 390,000 tested, 0.01% active. AID 588456; further: potency means the concentration at half of the fitted maximal effect; on the % scale 0 is the no-effect control and ±100 the full control effect; nearly all actives have a fitted effect of over 50% in size
Target sequence (O89049 whole entry, looked up): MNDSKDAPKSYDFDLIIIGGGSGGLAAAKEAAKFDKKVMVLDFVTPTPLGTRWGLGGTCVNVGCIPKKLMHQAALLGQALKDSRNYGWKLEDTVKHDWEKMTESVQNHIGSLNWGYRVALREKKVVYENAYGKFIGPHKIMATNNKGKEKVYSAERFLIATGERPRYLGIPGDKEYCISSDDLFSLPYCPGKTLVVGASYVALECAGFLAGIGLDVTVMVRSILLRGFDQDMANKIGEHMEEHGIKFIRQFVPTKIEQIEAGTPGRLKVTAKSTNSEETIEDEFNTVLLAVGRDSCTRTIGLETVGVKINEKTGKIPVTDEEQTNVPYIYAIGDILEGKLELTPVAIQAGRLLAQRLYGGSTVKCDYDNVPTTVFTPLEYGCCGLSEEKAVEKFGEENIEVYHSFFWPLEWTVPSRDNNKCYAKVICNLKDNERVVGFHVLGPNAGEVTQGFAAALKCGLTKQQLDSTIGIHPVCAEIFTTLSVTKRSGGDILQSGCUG
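Rat TrxR1, dispensed at 90 nM, was prereduced with 400 uM NADPH (final) for 5 min at ~22 deg C, then incubated with compound 15 min before 400 uM selenite. A first-read NADPH fluorescence drop versus no-compound background flagged substrates.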
Pin1 inh: blocks the human prolyl isomerase Pin1; Pin1 FP peptide displacement, HiFluor488, 10 min; AID 504891; 390,000 tested, 0.009% active; Potency, µM (titrated, usually from 115 µM), for inactives: at the top dose activity, negative = inhibition, usual class: inhibitors; Q13526; active means well fitted inhibition curve with a large enough effect in the polarisation, with a control signal flat, not every such curve was filed as active; inconclusive means small, poorly fitted or top-dose-only effect, or effect the other way, or a change in a side signal; inactive means no such curve, though single readings can be large or run the other way; the % refers to the polarisation; further: potency means the concentration at half of the fitted maximal effect; on the % scale 0 is the no-effect control and ±100 the full control effect
mIDH1 inhibitor: human IDH1 R132H inhibition; IDH1-R132H enzyme, NADPH consumption, diaphorase/resazurin fluorescence; Potency, µM (series often up to 76.6 µM), inactives show at the top dose activity change, negative = inhibition, hits mostly inhibitors; 390,000 tested, 0.093% active; further: potency means the concentration at half of the fitted maximal effect; on the % scale 0 is the no-effect control and ±100 the full control effect; nearly all actives have a fitted effect of over 65% in size
Target sequence (O75874 whole entry R132H, stated change not applied): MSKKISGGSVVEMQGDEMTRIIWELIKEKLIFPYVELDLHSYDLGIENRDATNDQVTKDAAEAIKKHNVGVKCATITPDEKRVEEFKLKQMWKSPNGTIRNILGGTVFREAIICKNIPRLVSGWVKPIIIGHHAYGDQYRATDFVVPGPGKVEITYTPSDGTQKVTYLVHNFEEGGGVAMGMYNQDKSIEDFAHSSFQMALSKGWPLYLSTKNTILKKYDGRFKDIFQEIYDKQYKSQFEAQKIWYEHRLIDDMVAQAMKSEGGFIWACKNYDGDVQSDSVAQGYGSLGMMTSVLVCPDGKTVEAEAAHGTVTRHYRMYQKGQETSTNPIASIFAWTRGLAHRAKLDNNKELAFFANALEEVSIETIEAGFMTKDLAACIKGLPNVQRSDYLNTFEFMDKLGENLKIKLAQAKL
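IDH1-R132H (0.5 ug/mL) preincubated 30 min with compound, then NADPH (0.016 mM) and alpha-KG (2 mM) added; 80 min at RT, pH 7.5. Remaining NADPH coupled via diaphorase/resazurin to fluorescence (540/590 nm); concentration-response curves normalized to no-enzyme control.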
USP1-UAF1 inh: USP1/UAF1 (human) deubiquitinase inhibition; recombinant USP1/UAF1, Ub-Rhodamine cleavage fluorescence; Potency, µM (titrated, usually from 57.1 µM), for the others: top-dose activity change, negative = inhibition, usual class: inhibitors; 390,000 tested, 0.23% active; AID 743255; further: potency means the concentration at half of the fitted maximal effect; on the % scale 0 is the no-effect control and ±100 the full control effect; nearly all actives have a fitted effect of over 60% in size; inactives centre near -12
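Step one: compound is pinned into 1nM USP1/UAF1 in HEPES pH 7.8 buffer with TCEP. Step two: 15 min room-temperature incubation. Step three: Ub-Rho (150nM final) starts cleavage, tracked by fluorescence over six one-minute reads.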
TrxR1 inh: blocks rat thioredoxin reductase 1 | recombinant rTrxR1, NADPH fluorescence consumption, selenite substrate | 390,000 tested, 1% active | O89049 | Potency, µM (series often up to 114 µM), inactives show at the top dose activity change, negative = inhibition, hits mostly inhibitors | AID 588453; further: potency means the concentration at half of the fitted maximal effect; on the % scale 0 is the no-effect control and ±100 the full control effect; nearly all actives have a fitted effect of over 65% in size
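Rat TrxR1 (90 nM in the dispensed reagent) was pre-reduced with 400 uM NADPH for 5 min at room temperature, then incubated with compound for 15 min. After 400 uM selenite was added, NADPH fluorescence (Ex 340/Em 450 nm) was followed for 8 min.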
GLS inhibitor: blocks human kidney-isoform glutaminase activity. 410,000 tested, 0.21% active. GLS enzymatic activity, qHTS titration. AID 624170. Potency, µM (doses to about 45.5 µM), for the others: at the highest dose activity change, negative = inhibition, hits mostly inhibitors; further: potency means the concentration at half of the fitted maximal effect; on the % scale 0 is the no-effect control and ±100 the full control effect
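Enzyme dispensed in phosphate buffer (45 mM, pH 8.2, 0.02% Tween-20), compounds pinned in, then 1 mM L-glutamine solution and the glutamate oxidase–HRP–Amplex Red mix added; fluorescence read immediately and again after 30 min at room temperature.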
PGK inhibitor: blocks T. brucei phosphoglycerate kinase. 380,000 tested, 0.043% active. PGK/GAPDH coupled, Kinase-Glo luminescence, 60 min. AID 602233. Potency, µM (top dose mostly 57.5 µM), without a hit: top-dose activity change, negative = inhibition, hits mostly inhibitors; further: potency means the concentration at half of the fitted maximal effect; on the % scale 0 is the no-effect control and ±100 the full control effect; nearly all actives have a fitted effect of over 60% in size
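Luminescent ATP detection (Kinase-Glo Plus) follows a 60-minute room-temperature incubation, with wells lacking PGK as controls. Buffer: 100 mM TEA (pH 7.6), 5 mM MgCl2, 0.01% Tween-20. Coupling enzyme GAPDH (100 nM final) supplies unstable 1,3-BPG in-well.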
PI4K2A inh: inhibitors of human PI4K2A. Q9BTU6. purified PI4K2A, ADP-Glo luminescence, 1 h; hits give low values. 420,000 tested, 0.13% active. activity change, negative = inhibition, % at 76.9 µM; in the data active means activity change below about -50%; inconclusive means mostly about -30% to -49%;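 further: -100% = wells without enzyme as full effect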
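Compounds are screened against recombinant PI4K2A using PI as substrate and ATP, the latter dispensed at 300 microM. Reactions run one hour at ambient temperature before ADP-Glo detection; full inhibition defined by wells lacking enzyme.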
Starred values were filed as active, the others as inactive; i = inactive; ? = inconclusive; & = joins results of further samples; [ ] = dose if it differs, or a comment. Unless noted, the call rests on the fitted dose curve; in most records, active means well fitted curve in the direction sought with a large enough effect; inconclusive means small, poorly fitted or top-dose-only effect, or another doubt; inactive means no such curve, though single readings can be large; an effect the other way counts as inactive or inconclusive. Only part of the results is shown; the hit share may differ from the screen's.

SMILES	HP1b binding inh	TrxR1 substrate	Pin1 inh	mIDH1 inhibitor	USP1-UAF1 inh	TrxR1 inh	GLS inhibitor	PGK inhibitor	PI4K2A inh
O=C(CSc1nccc(=O)[nH]1)N1CCc2ccccc2C1	11%	15%	-8%	-1%	?	24%	-2%	-5%	0
CC1CCCN(CCC(=O)c2ccccc2)C1 (centres undefined)	16%[57 µM]	3%[2.29 µM]	0%	-13%	-16%	?	0%	6%	-3
CN(C)c1ccc(CNS(=O)(=O)c2ccc3c(c2)C(C)(C)C(=O)N3C)cc1	5%	-2%	0%	9%	-17%	8%	24%	-3%	-5
CS(=O)(=O)c1ccc(N)cc1	43%[activator]	1%	-9%	-2%	-22%	20%	-1%	1%	-2
C/C=C/C(=O)OCC(=O)Nc1cc(OC)c([N+](=O)[O-])cc1C	-2%	5%[57.1 µM]	-1%	-2%	-18%	13%[57.1 µM]	-8%	-2%	1
COc1cc(OC)c(N(C)S(=O)(=O)c2cccc(C(=O)Nc3nnc(C4CC4)s3)c2)cc1Cl	36%	4%	25%	-7%	-25%	18%	1%	-2%	1
CCCCn1c(C(C)NC(=O)CCC)nc2ccccc21 (centres undefined)	45%[activator]	12%	-9%	5%	-11%	18%[57.1 µM]	-2%	10%	0
COc1cc2c(ccc3cc(OC)c(OC)c(O)c32)cc1O	?	5%	?	-2%	-21%	-7%	7.9µM*	11µM*	-28
CC(C)(C)c1cc(CCC(=O)NCC2CCCO2)cc(C(C)(C)C)c1O (centres undefined)	28%	1%	0%	-4%	-8%	24%	-7%	-2%	-1
CCOCCCNS(=O)(=O)c1ccccc1	24%	8%	-13%	5%	-5%	18%	1%	i	2
COc1ccccc1C(=O)Nc1c(C(=O)N(CCN(C)C)Cc2ccco2)oc2ccccc12	-24%[57 µM]	1%&-4%	0%&-8%	-2%&-6%	-20%&-13%	15%&-1%	13%&3%	-5%&-1%	-10&0
Cc1nn(CC(N)=O)c(=O)c2ccccc12	19%	2%	-4%	8%	-6%	-1%	10%	-7%	13
C/C(CC(O)c1ccc2ccccc2n1)=N/O (centres undefined)	31%	5%	-2%	6%	-6%	14%	7%	10%	1
CC(=O)c1ccc(Oc2ccc(C(=O)c3ccc(C)c(C)c3)cc2[N+](=O)[O-])cc1	-9%	-4%	7%	2%	-15%	-15%	1%	1%	-1
CCSc1nnc(NC(=O)C2CC2c2ccccc2)s1 (centres undefined)	16%	-4%	1%	3%	-2%	14%	7%	i	-3

Molecules above that have an aryl thioether with sulfur outside any ring:
SMILES	HP1b binding inh	TrxR1 substrate	Pin1 inh	mIDH1 inhibitor	USP1-UAF1 inh	TrxR1 inh	GLS inhibitor	PGK inhibitor	PI4K2A inh
O=C(CSc1nccc(=O)[nH]1)N1CCc2ccccc2C1	11%	15%	-8%	-1%	?	24%	-2%	-5%	0
CCSc1nnc(NC(=O)C2CC2c2ccccc2)s1 (centres undefined)	16%	-4%	1%	3%	-2%	14%	7%	i	-3

Other results follow:
SMILES	HP1b binding inh	TrxR1 substrate	Pin1 inh	mIDH1 inhibitor	USP1-UAF1 inh	TrxR1 inh	GLS inhibitor	PGK inhibitor	PI4K2A inh
CC(=O)c1cc2c(cc1NC(=O)Cc1c(C)noc1C)OCO2	12%	8%	1%	-9%	-2%	7%	3%	-5%	1
O=C(On1c(-c2ccccc2)nc2ccccc2c1=O)c1ccco1	-4%	9%	-2%	1%	-20%	5µM*	65%[activator]	i	2
O=C(CNc1cccc(F)c1)Nc1cccc(S(=O)(=O)N2CCCCC2)c1	21%	-1%[57.1 µM]	-2%	-9%	-19%	1%[57.1 µM]	8%	-1%	-1
COc1cccc(C2=CC(c3ccc(OC)c(OC)c3OC)n3ncnc3N2)c1 (centres undefined)	25%	-7%[57.1 µM]	-2%	-14%	-1%	10%[57.1 µM]	?	i	-3
c1ccc(-c2nc3cnccn3c2Nc2ccc3c(c2)OCCO3)cc1	?	-1%	-7%	-3%	-20%	3%	?	-3%	-1
CCC(=O)Nc1ccc(C)cc1-c1nc2ccccc2n(C(C)C(=O)Nc2ccccc2CC)c1=O (centres undefined)	47%[activator]	16%	-1%	11%	-12%	40%[activator]	9%	0%	-4
CN(C(=O)c1ccc(NC(=O)C2CC=CCC2C(=O)O)cc1)c1ccccc1 (centres undefined)	26%	-7%	0%	-2%	0%	-3%	1%	-6%	2
COc1cc(/C=C2\N=C(c3ccccc3)NNC2=O)cc(OC)c1OC	28%	4%	2%	25%	?	8%	6%	-11%	5
CC(C(=O)Nc1ccon1)N1C(=O)c2ccccc2S1(=O)=O (centres undefined)	34%	-1%	-1%	3%	-20%	-8%	-3%	2%	2
COc1ccc(OC)c(/C=N/Nc2nncn2/N=C/c2cc(OC)ccc2OC)c1	-9%	-1%	5%	8%	-17%	1%	11%	-4%	-8
CCn1cc(/C=N\NC(=O)c2ccccc2Cl)cn1	17%	2%[57.1 µM]	3%	22%	-3%	-1%[57.1 µM]	15%	i	0
CC(C)OC(=O)CN1C(=O)c2ccccc2C1=O	28%	-6%	-6%	12%	-5%	0%	2%	i	8
CC(=O)c1cnc2nc(C)nn2c1C	37%[activator]	-6%	1%	-1%	-16%	-14%	4%	3%	-4
CCN(CC(=O)NCc1ccc(F)cc1)C(=O)CCNS(=O)(=O)c1cccc(C)c1	18%	3%	-3%	-7%	-10%	23%	-6%	i	3
COc1cccc(-c2cn3nc4c(nc3n2)CCCC4)c1	83%[activator]	1%	?	5%	-15%	-27%	10%	?	?
COc1ccccc1N1CCN(CC(O)COCc2cccs2)CC1 (centres undefined)	20%	-11%	1%	0%	-6%	-6%	-1%	-4%	-3
CCOC(=O)N1CCN(S(=O)(=O)N2CCCC(C(=O)NCc3cc(OC)ccc3OC)C2)CC1 (centres undefined)	22%	-5%[57.1 µM]	1%	-14%&-1%	?	-8%[57.1 µM]	1%&-6%	-4%	4&5
CCOc1ccc(NC(=O)CN2C(=O)/C(=C3\SC(=S)N(C4CCS(=O)(=O)C4)C3=O)c3ccccc32)cc1 (centres undefined)	-2%	3%	-10%	3%	-7%	17%	3%	-7%	-1
CC(=O)c1c(C)[nH]c(C(=O)NCc2ccc(F)cc2)c1C	28%	4%	2%	1%	-4%	11%[57.1 µM]	9%	5%	-7
CCC(=O)N1CCc2cc(S(=O)(=O)NCCC(=O)NCc3ccc(F)cc3)ccc21	45%[activator]	1%	0%	-6%	-23%	22%	-2%	2%	0
Cc1c(NC(=O)c2cc(-c3cccs3)nc3ccccc23)c(=O)n(-c2ccccc2)n1C	8%	26%	9%	11%	-17%	23%[57.1 µM]	1%	-4%	1
Cc1ccc(C)c(N2CCN(C(=O)Cc3c(C(=O)O)[nH]c4ccc(Cl)cc34)CC2)c1	23%	-3%	?	2%	-23%	-3%	5%	-5%	3
Cc1ccc(OCC(O)Cn2c(NCCc3ccccc3)nc3c2c(=O)[nH]c(=O)n3C)cc1 (centres undefined)	29%	8%	-9%	9%	-21%	25%[57.1 µM]	-1%	-5%	-2
CCOC(=O)c1c(C)[nH]c(C(=O)COC(=O)CN2C(=O)C3CCCCC3C2=O)c1C (centres undefined)	-5%	-1%	-6%	14%	-9%	17%	12%	-6%	1
Cc1ccc(CN(C(=O)COc2ccc([N+](=O)[O-])cc2)c2ccccn2)o1	42%[activator]	3%	1%	13%	-35%	?	0%	-4%	6
O=C(O)c1cccc(S(=O)(=O)Nc2ccc(O)c(Sc3nc4ccccc4s3)c2)c1	30%	-1%	?	-6%	-6%	1%	?	13%	0
COCCSc1ccccc1C(=O)N1CCOCC1	24%	-6%	-1%	1%	1%	24%	13%	-6%	1
COC(=O)c1ccc(S(N)(=O)=O)o1	30%	-11%	?	7%	5%	-7%	18%	-3%	-5
Cc1ccc(C(=O)CCc2ccc(N)cc2)cc1	10%	-1%	5%	-9%	-20%	2%	18%	-7%	-2
CCc1ccc(NC(=S)NC2CC3CCCC(C2)N3Cc2cccs2)cc1 (centres undefined)	-9%	3%	2%	-1%	0%	7%	19%	-10%	4
CCOc1ccc(/C=N/NC(=O)c2[nH]c3ccc(C)cc3c2C)cc1	26%	-4%	7%	-11%	-23%	-11%	1%	1%	-1
Cc1cc(/C=N\NC(=O)c2cccs2)c(C)n1-c1ccc2ncccc2c1	-16%	-10%	10%	2%	-6%	-9%	20%	1%	3
O=c1c(-c2ccccc2)coc2c(CN3CCCCC3)c(O)ccc12	37%	144%[activator]	0%	14%	-12%	2%	6%	0%	-2
COc1ccc(CC(=O)N2CC3(C)CC2CC(C)(C)C3)cc1OC (centres undefined)	-1%	-2%	7%	-4%	-3%	5%	17%	2%	-1
CCOC(=O)c1c(C)c(-c2ccccc2)n(CC(=O)NC2CCCCCC2)c1C	26%	6%	0%	8%	-12%	-13%	5%	-3%	0
CC(=O)Nc1ccc(C(=O)CN2C(=O)CSC2=O)cc1	11%	1%[57.1 µM]	25%	3%	-8%	2%[57.1 µM]	1%	-10%	-3
CC(=O)c1sc2nc(CSc3nnnn3-c3ccccc3)[nH]c(=O)c2c1C	10%	-12%	?	4%	-7%	-28%	27%	-12%	-24
